# HSF1 activator: HSF-1 activators, primary screen, NIH3T3-HGL cells, MG132 stress, luminescence, single point; NIH3T3-HGL HSF-1 luciferase reporter, 8 h; 100% = twice DMSO control signal; AID 504408, 2011; activation, % at 9 µM; hit rate 1.7% among 300,000;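 active means mean replicate activation of at least 50% with a set share of replicates each reaching 50%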;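 further: 0% = median of the neutral control wells and 100% = twice that signal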
# Dyrk1A ADPGlo: rat Dyrk1A kinase inhibitors, primary screen, biochemical, single point, plate reader; hit rate 0.43% among 310,000; AID 504441, 2011; inhibition, % at 12.5 µM; ADP-Glo luminescence, NFATc1 peptide; in the data active means inhibition above about 50%;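 further: plate controls were vehicle with enzyme for no effect and no enzyme for full effect; many of its hits are not listed in these tables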
# GSK3 alpha inh: blockers of GSK3A enzyme activity – biochemical, luminescence, cell-free homogeneous, HTS, primary screen; AID 2650, 2010; Glycogen synthase kinase-3 alpha (Homo sapiens), P49840; inhibition, % at 10 µM; hit rate 0.1% among 320,000; GSK-3 alpha kinase, ADP-Glo luminescence, 60 min;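 in the data active means inhibition above about 50%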;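 further: GST-tagged GSK-3 alpha with peptide substrate and 25 µM ATP; 0% = DMSO neutral wells and 100% = GW8510 positive control wells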
# Target sequence (P49840 whole entry, looked up): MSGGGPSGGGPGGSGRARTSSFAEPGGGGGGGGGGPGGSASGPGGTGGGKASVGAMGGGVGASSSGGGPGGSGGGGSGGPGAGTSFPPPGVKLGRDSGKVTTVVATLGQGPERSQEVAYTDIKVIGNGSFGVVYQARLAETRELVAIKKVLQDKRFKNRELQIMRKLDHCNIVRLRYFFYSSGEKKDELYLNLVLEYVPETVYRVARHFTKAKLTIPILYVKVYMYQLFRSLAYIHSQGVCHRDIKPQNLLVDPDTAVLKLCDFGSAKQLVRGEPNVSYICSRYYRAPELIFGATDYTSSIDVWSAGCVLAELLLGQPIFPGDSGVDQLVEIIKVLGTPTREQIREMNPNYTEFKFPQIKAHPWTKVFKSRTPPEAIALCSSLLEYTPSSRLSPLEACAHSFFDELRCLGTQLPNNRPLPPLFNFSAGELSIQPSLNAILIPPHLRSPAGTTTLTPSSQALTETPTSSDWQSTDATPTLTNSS
# HSF1 inh: HSF1 inhibitors in luciferase reporter cells, primary screen, cell-based, NIH3T3, luminescence. NIH3T3-HGL HSE-luciferase, MG132-induced, luminescence 8 h; stronger effect = lower value. activity change, negative = inhibition, % at 7.5 µM (by protocol). hit rate 0.77% among 300,000. AID 2098, 2009;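 active means more than half of replicate wells show activity change below -50%, luminescence cut by over half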;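 further: luciferase reports HSF-1 transcriptional activity via heat shock element; 0% = median of DMSO wells and -100% = zero luminescence signal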
# * marks the source's active call; other numbers are inactive results; . = not tested or not shown.
SMILES,HSF1 activator,Dyrk1A ADPGlo,GSK3 alpha inh,HSF1 inh
COc1ccc(C2c3[nH]c4ccccc4c3C[C@H]3C(=O)N(c4ccccc4C(=O)N4CCC[C@@H]4C(=O)O)C(=O)N23)cc1 (stereo not given in full),.,-3,-2,.
O=C(COC(=O)CNC(=O)c1ccc(F)cc1)NC1CCCc2ccccc21 (stereo not given),.,10,5,.
C[C@H]1COC(=O)[C@H](CC(=O)OC(C)(C)C)C/C=C\C[C@@H](CC(=O)N[C@H](CO)Cc2ccccc2)C(=O)N1,.,7,-2,.
CC(C)(O)C1CC[C@@](C)([C@@H]2CC[C@]3(C)[C@H]2[C@H](O)CC2[C@@]4(C)CCC(O)C(C)(C)C4C(OC4OC(CO)C(O)C(O)C4O[C@@H]4OCC(O)C(O)C4O)C[C@]23C)O1 (stereo not given in full),.,6,-2,.
C[C@H]1CN([C@@H](C)CO)C(=O)c2cccc(NC(=O)Nc3ccc(F)cc3)c2O[C@@H]1CN(C)Cc1ccc(C(=O)O)cc1,.,8,-5,.
O=C(COC(=O)c1ccccc1O)NCc1ccco1,.,0,1,.
C=CC[C@@H](Cc1ccc(F)cc1)C(=O)OC[C@@H]1CCCN1C(=O)[C@@H](CC=C)CC(=O)NCCO,.,6,-8,.
COc1cc2oc(=O)ccc2cc1[C@@H](O)[C@@H]1OC(C)(C)OC1(C)C,.,4,0,.
O=C(NN=Cc1ccc(N2CCOCC2)s1)c1ccc([N+](=O)[O-])cc1,.,4,1,.
CC(OC(=O)c1cc(S(=O)(=O)N2CCOCC2)ccc1F)C(=O)NCC1CCCCC1 (stereo not given),.,5,-4,.
COC(=O)c1ccc2[nH]c(C3(O)CCCCC3)c(C)c2c1,.,-1,-3,.
O=C(COC(=O)c1ccccc1F)NC(=O)NC1CCCC1,.,7,2,.
C=CC[C@@H](CC(=O)N[C@H](CO)Cc1ccccc1)C(=O)N[C@@H](COC(=O)[C@H](CC=C)CC(=O)OC(C)(C)C)Cc1ccccc1,.,5,-1,.
O=C(O)COc1ccccc1C=NNc1ccc([N+](=O)[O-])cc1S(=O)(=O)Nc1ccc(Cl)cc1,.,0,-6,.
Cc1ccc(NC(=O)CC(NC(=O)c2ccccc2Cl)c2ccccc2)nc1 (stereo not given),.,-6,-10,.
O=C(CNC(=O)c1ccc(Cl)cc1Cl)OC1CCCCC1=O (stereo not given),.,2,-2,.
O=S(=O)(c1ccc(Cl)nc1)N1CCC(Cc2ccccc2)CC1,.,2,-2,.
O=C(COC(=O)c1ccc(OC(F)F)cc1)NCc1cccs1,.,-3,-4,.
CCOC(=O)N1CCN(C(=O)c2cccc(S(=O)(=O)Nc3ccccc3Cl)c2)CC1,.,-2,-3,.
COc1ccc(OC)c(-c2nnc3n2N=C(c2ccc(OC(F)F)c(OCC4CC4)c2)CS3)c1,.,7,-6,.
O=C(CN1C(=O)NC2(CCCCCCC2)C1=O)NCc1ccc(F)cc1,.,-2,0,.
O=C(O)c1cccc(Sc2cc(Cl)ccc2C(=O)O)c1,.,4,-5,.
C=CCn1c2ccccc2c(=O)c2cc(C#Cc3ccccn3)ccc21,.,6,6,.
NC(=O)Cc1ccc(C(=O)CSc2nnc(-c3ccncc3)n2C2CC2)s1,.,-2,3,.
O=C(NCc1ccncc1)c1cccc(NS(=O)(=O)c2ccc(F)c(F)c2)c1,.,0,1,.

# An excerpt from above in order of the Dyrk1A ADPGlo value, rising.
compound | HSF1 activator | Dyrk1A ADPGlo | GSK3 alpha inh | HSF1 inh
NC(=O)Cc1ccc(C(=O)CSc2nnc(-c3ccncc3)n2C2CC2)s1 | . | -2 | 3 | .
COc1cc2oc(=O)ccc2cc1[C@@H](O)[C@@H]1OC(C)(C)OC1(C)C | . | 4 | 0 | .
O=C(COC(=O)CNC(=O)c1ccc(F)cc1)NC1CCCc2ccccc21 (stereo not given) | . | 10 | 5 | .

# (next part)
SMILES,HSF1 activator,Dyrk1A ADPGlo,GSK3 alpha inh,HSF1 inh
COc1cc(/C=C/C(=O)OCC(=O)NC2CCCCCCC2)ccc1O,.,7,-5,.
Cc1ccc(C2(C)NC(=O)N(CC(=O)N(c3ccccc3)C3CCS(=O)(=O)C3)C2=O)cc1 (stereo not given),.,5,6,.
COc1ccccc1C(=O)COC(=O)c1ccc(Cl)nc1,.,2,-1,.
CCOC(=O)[C@H]1[C@H]2COc3ccc(Br)cc3[C@@H]2N2C(=O)N(c3ccccc3)C(=O)[C@@]12C,.,1,-1,.
O=C(CN1c2cccc3cccc(c23)S1(=O)=O)N1CCCCC1,.,-3,-2,.
COc1ccc(CNC(=O)COC(=O)c2cc(C)nc3ccccc23)cc1,.,-1,-1,.
COc1ccccc1NS(=O)(=O)c1ccc(C(=O)N2CCN(c3ccccn3)CC2)cc1,.,3,-3,.
COc1cc(C(=O)NNC(=O)COc2cccc(F)c2)ccc1OCC(=O)N1CCOCC1,.,4,1,.
O=C(CC1CCCC1)N1CCN(S(=O)(=O)c2ccccc2)CC1,.,0,1,.
C[C@@H]1COC(=O)[C@@H](CC(=O)OC(C)(C)C)C/C=C\C[C@H](CC(=O)N(CCO)Cc2ccccc2)C(=O)N1,.,-1,0,.
COc1ccc(S(=O)(=O)Nc2ccc3c(c2)C(=O)N([C@H](C)CO)C[C@H](C)[C@@H](CN(C)C(=O)Nc2c(C)noc2C)O3)cc1,.,-9,-1,.
c1ccc(CCCCN2CCN=C2Nc2ccccc2)cc1,.,9,-2,.
CN(C)S(=O)(=O)c1cccc(C(=O)N2CCN(C(=O)C3CCCO3)CC2)c1 (stereo not given),.,1,-5,.
O=[N+]([O-])c1ccccc1C=CC=NN=Cc1ccccc1O,-24,2,.,-24
O=C(O)c1ccc(C=NNC(=O)c2cccc3ccccc23)cc1,3,-5,.,3
CCCCCCCCCCCCCCCC(=O)Nc1ccn(C2OC(CO)C(O)C2O)c(=O)n1 (stereo not given),12,-2,.,12
CN(C)CC1CC/C(=C\c2ccc(O)cc2)C1=O (stereo not given),-32,7,.,-32
O=C(NN=Cc1cccc([N+](=O)[O-])c1)c1cccc2ccccc12,-7,-4,.,-7
Cc1c2cnccc2c(C)c2c1oc1ccccc12,-30,17,.,-30
O=C(O)C1CCN(Cc2oc(CO)cc(=O)c2O)C1 (stereo not given),0,-1,.,0
Cc1cc2c(=Cc3ccc(N(C)C)cc3)c3ccccc3n2[n+]1C,-5,5,.,-5
COc1cc(Nc2nc3c(N)cc(C(F)(F)F)cc3nc2-c2ccccc2)cc(OC)c1OC,-25,4,.,-25
CC(=O)OCC1CC(COC(C)=O)C(COC(C)=O)CC1COC(C)=O (stereo not given),5,4,.,5
O=C1CSC(=S)N1N=Cc1cccc2ccccc12,5,4,.,5
CCc1nc(N)nc(N)c1-c1ccc(Cl)c([N+](=O)[O-])c1,-3,1,.,-3

# Another view of part of the listing above.
COc1cc(Nc2nc3c(N)cc(C(F)(F)F)cc3nc2-c2ccccc2)cc(OC)c1OC
- HSF1 activator: -25
- Dyrk1A ADPGlo: 4
- GSK3 alpha inh: .
- HSF1 inh: -25

CC(=O)OCC1CC(COC(C)=O)C(COC(C)=O)CC1COC(C)=O (stereo not given)
- HSF1 activator: 5
- Dyrk1A ADPGlo: 4
- GSK3 alpha inh: .
- HSF1 inh: 5

O=C1CSC(=S)N1N=Cc1cccc2ccccc12
- HSF1 activator: 5
- Dyrk1A ADPGlo: 4
- GSK3 alpha inh: .
- HSF1 inh: 5

CCc1nc(N)nc(N)c1-c1ccc(Cl)c([N+](=O)[O-])c1
- HSF1 activator: -3
- Dyrk1A ADPGlo: 1
- GSK3 alpha inh: .
- HSF1 inh: -3

# The list continues:
SMILES,HSF1 activator,Dyrk1A ADPGlo,GSK3 alpha inh,HSF1 inh
OCC(O)C(O)CC1SCCS1 (stereo not given),6,3,.,6
CN(C)CCOC1(Cc2ccc(F)cc2)CCC(C(C)(C)C)CC1 (stereo not given),4,-3,.,4
CC(=O)C1(C)C(=O)N(c2ccc(F)cc2)C(=O)N1c1ccc(F)cc1 (stereo not given),0,3,.,0
Oc1[nH]c2ccccc2c1N=Nc1ccccc1Cl,-56,-5,.,-56
O=C1CC2(CCN1)CCN(Cc1ccccc1)CC2,1,-1,.,1
CC(=O)CC[N+](C)(C)C,-1,0,.,-1
COc1ccc(C(=O)/C=C2\C(=O)Nc3ccc(Br)cc32)cc1,-5,-5,.,-5
COc1ccc(Cl)cc1C=CC=NNC(=O)c1ccncc1,5,4,.,5
CCN(CC)CCC(=O)N1C/C(=C/c2ccccc2)C(=O)/C(=C\c2ccccc2)C1,7,-3,.,7
O=C(NCCCCCCCCNC(=O)c1cccc2ccccc12)c1cccc2ccccc12,-10,-4,.,-10
CCOC(=O)CCc1ccc(NC(=O)/C=C/c2ccc([N+](=O)[O-])o2)cc1,2,2,.,2
Cc1cc(N)nc(=O)n1C1CC(O)C(CO)O1 (stereo not given),7,0,.,7
COc1cccc(C2c3cc4c(cc3OC(N3CCOCC3)C2C)OCO4)c1O (stereo not given),-1,6,.,-1
CSC1(SC2=NCCN2)SC2(NCCN2)S1,-6,1,.,-6
C=C1CC2(OC1=O)c1ccccc1CCc1ccccc12,60*,0,.,60*
O=CN(Cc1ccccc1)c1cc([N+](=O)[O-])ccc1OCc1ccccc1,-16,2,.,-16
O=C(NCc1ccco1)c1ccc(C(=O)NCc2ccco2)cc1,0,-1,.,0
CC12CCCCC1C(C(N)=O)C(=O)O2 (stereo not given),-8,-1,.,-8
COC(=O)C1=NNC(C(=O)OC)C1c1ccccc1 (stereo not given),-3,-1,.,-3
CC(=NNC(=S)N1CC2CCC(CC2)C1)c1cccc(C)n1,13,2,.,13
CCC(=O)OCOc1ccc(/C=C2/CCC(CN(C)C)C2=O)cc1 (stereo not given),-24,0,.,-24
NC(C(=O)O)C1ON=C(Cl)C1O (stereo not given),-1,-1,.,-1

# An excerpt from above, showing only HSF1 inh, HSF1 activator and Dyrk1A ADPGlo.
Molecule | HSF1 inh | HSF1 activator | Dyrk1A ADPGlo
CCOC(=O)CCc1ccc(NC(=O)/C=C/c2ccc([N+](=O)[O-])o2)cc1 | 2 | 2 | 2
Cc1cc(N)nc(=O)n1C1CC(O)C(CO)O1 (stereo not given) | 7 | 7 | 0
COc1cccc(C2c3cc4c(cc3OC(N3CCOCC3)C2C)OCO4)c1O (stereo not given) | -1 | -1 | 6

# Compound profiles, as listed above.
# `CC(=NNC(=S)N1CC2CCC(CC2)C1)c1cccc(C)n1` across the screens: HSF1 activator: 13; Dyrk1A ADPGlo: 2; GSK3 alpha inh: .; HSF1 inh: 13
# `COC(=O)c1ccc2[nH]c(C3(O)CCCCC3)c(C)c2c1` across the screens: HSF1 activator: .; Dyrk1A ADPGlo: -1; GSK3 alpha inh: -3; HSF1 inh: .

# Not all compounds are listed; rates above refer to the full screens.
